Source: PubChem BioAssay
LYP phosphatase: PTPN22 lymphoid phosphatase activity blockers – biochemical, fluorescence intensity, uHTS (AID 1779); recombinant LYP phosphatase, fluorescence intensity; higher % means a stronger effect; inhibition, % at 11.5 µM; hits with a dose series show IC50 in µM; 290,000 tested, 0.054% active; in the data active means inhibition above about 50%;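 further: plate controls were vehicle with enzyme for no effect and no enzyme for full effect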
NTR1 ag: agonists of NTR1, primary screen, imaging, U2OS cells, beta-arrestin-GFP, high content (AID 493036) | NTR1-U2OS beta-arrestin-GFP spot imaging, agonist mode | activation, % at 20 µM | 330,000 tested, 0.17% active;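 active means activation at or above 40% of the spot to cytoplasm intensity ratio, with at least 20 cells analyzed; inconclusive means wells under 20 cells, flagged as cytotoxic or low count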;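 further: 0% = DMSO without peptide and 100% = 100 nM NTR1 peptide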
Target sequence (P30989 whole entry, looked up): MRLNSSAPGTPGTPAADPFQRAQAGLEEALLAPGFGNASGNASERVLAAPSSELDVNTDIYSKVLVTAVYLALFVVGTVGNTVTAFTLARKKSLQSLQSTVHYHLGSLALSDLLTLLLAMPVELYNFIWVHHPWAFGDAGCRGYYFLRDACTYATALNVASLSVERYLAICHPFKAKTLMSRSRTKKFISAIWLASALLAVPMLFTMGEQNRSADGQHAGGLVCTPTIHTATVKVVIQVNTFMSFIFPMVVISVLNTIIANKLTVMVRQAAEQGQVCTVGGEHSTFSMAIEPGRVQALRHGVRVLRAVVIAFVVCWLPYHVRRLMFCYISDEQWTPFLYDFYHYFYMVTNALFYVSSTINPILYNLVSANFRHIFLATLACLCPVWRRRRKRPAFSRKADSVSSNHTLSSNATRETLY
GPR55 activation: GPR55 agonists via beta-arrestin recruitment, primary screen, imaging, U2OS cells, beta-arrestin-GFP redistribution (AID 1961); 290,000 tested, 0.048% active; U2OS GPR55 beta-arrestin-GFP redistribution imaging; higher % means a stronger effect; one-dose activation, % at 10 µM; EC50 in µM for titrated hits;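 active means activation above 40% with more than 50 cells counted in the well; inconclusive means wells holding fewer than 50 cells, flagged as toxic or sparse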;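 further: U2OS osteosarcoma cells stably expressing GPR55 and beta-arrestin-GFP; plate controls were DMSO negative control for no effect and LPI positive control for full effect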
GPR55 LPI antagonism: inhibition of LPI-stimulated GPR55 beta-arrestin translocation – imaging, U2OS, beta-arrestin-GFP, LPI agonist, primary screen (AID 2013). U2OS GPR55 beta-arrestin-GFP translocation imaging, LPI antagonism; higher % means a stronger effect. one-dose inhibition, % at 10 µM; IC50 in µM for titrated hits. 290,000 tested, 0.13% active;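 active means spots per cell inhibited over 60%, with over 100 cells counted and total cytoplasm intensity under 500,000; inconclusive means wells with under 100 cells, flagged as likely toxic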;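 further: U2OS cells stably carrying GPR55 and arrestin-GFP stimulated by 5 µM LPI near EC80; imaged beta-arrestin-GFP aggregate spots per cell after agonist stimulation; plate controls were LPI-stimulated DMSO wells for no effect and DMSO wells without LPI for full effect; some results filed as inactive read as strong as hits; confirmed hits need IC50 under 10 µM and bright autofluorescent wells are also inconclusive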
GPR35 antagonists: inhibition of zaprinast-stimulated GPR35 beta-arrestin translocation – imaging, U2OS, beta-arrestin-GFP, zaprinast agonist, primary screen (AID 2058). U2OS GPR35 beta-arrestin-GFP translocation imaging, zaprinast antagonism; higher % means a stronger effect. inhibition, % at 10 µM; hits with a dose series show IC50 in µM. 290,000 tested, 0.052% active;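 active means inhibition of at least 50% with at least 30 cells and total cytoplasm GFP at most 10,000,000; inconclusive means under 30 cells or total GFP of 10,000,000 plus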
Hep lipid drop: hepatic lipid droplet formation modulation; AML12 mouse hepatocytes, oleate lipid droplets, BODIPY imaging; inhibition, % at 6.5 µM; 240,000 tested, 0.4% active; AID 1656;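 active means lipid droplet intensity inhibited by at least 50%, with more than 500 cells counted; inconclusive means wells with under 300 cells, treated as cytotoxic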
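Test system: AML12 mouse liver cells; schedule: overnight exposure; technique: high-content imaging of BODIPY-stained droplets and DAPI nuclei; read-out: % inhibition of corrected integrated BODIPY droplet signal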
T cell HTS: T cell immune modulators affecting CD8 T cell-vesicle binding. calls only at 7 µM. 2C CD8+ T cell-vesicle binding, flow cytometry; active compounds read low. 330,000 tested, 0.068% active;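 active means response, share of CD8 T cells binding vesicles, and their 90th percentile fluorescence all below set limits, cut at about 80% in these data, passing the limit was not always enough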
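Assay system – 2C mouse CD8+ T cells · Also added – QL9-loaded Drosophila micro-vesicles · Timing – Cell–vesicle co-incubation 1.5 h at 37 °C, staining 20 min on ice · Signal – flow cytometry of vesicle-bound cells · Measure – percent CD8+ FL2 mean versus row control · Controls – Peptide-free naked vesicles (low) and QL9 vesicles with 0.7% DMSO vehicle (high)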
MgcRacGAP inhibition: MgcRacGAP GTPase-activating activity inhibitors, confirmation, biochemical, ADP Hunter fluorescence; MgcRacGAP-stimulated Rac1 GTP hydrolysis, ADP Hunter fluorescence; higher % means a stronger effect; GST-tagged Rac1 F28L mutant substrate; inhibition, % at 30 µM; hits with a dose series show IC50 in µM; 340,000 tested, 0.6% active;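 active means first-screen hits whose inhibition reached a set limit at any dose in the follow-up dose series; inconclusive means inhibition above the set first-screen limit but never retested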;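 further: fluorescence reports GDP produced by GAP-driven GTP hydrolysis; strong numbers were not always called active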
Large T inhibition: TAg ATPase/helicase activity blockers – biochemical (AID 1903). SV40 large T antigen ATPase/helicase inhibition assay; higher % means a stronger effect. one-dose inhibition, % at 20 µM; IC50 in µM for titrated hits. 310,000 tested, 0.39% active; in the data active means a potency from the dose series; inconclusive means inhibition mostly from about 32% at the one dose, without a potency; inactive means the rest, 99 in 100 with inhibition below about 32%; further: strong numbers were not always called active
Hep lipid drop cells 6.5 µM: recorded beside Hep lipid drop, whose call it bears; cell count; measured here: cell count, cytotoxicity flag;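 cells counted across two imaged fields per well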
T cell HTS vesicle-bound %: second read-out of T cell HTS, no call of its own (marks repeat the call); double positive events, %; measured here: CD8+ vesicle-bound cell fraction;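 binding gate set so that unloaded-vesicle control wells show 10% double positive cells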
NTR1 ag cell count 20 µM: recorded beside NTR1 ag, whose call it bears; cell count; measured here: cell count, cytotoxicity flag
* hit, by the source's call; i = inactive; ? = inconclusive; / = not tested or not shown. Rows are unselected. About 1.8% of those tested had a hit in this group.

SMILES | LYP phosphatase | NTR1 ag | NTR1 ag cell count 20 µM | GPR55 activation | GPR55 LPI antagonism | GPR35 antagonists | Hep lipid drop | Hep lipid drop cells 6.5 µM | T cell HTS | T cell HTS vesicle-bound % | MgcRacGAP inhibition | Large T inhibition
CC1CCCN(C(=O)C2CCN(CC3CC=CCC3)CC2)C1 (centres undefined) | -7% | 2.0 | 30 | -0.2% | -2% | -2% | / | / | i | 28 | ? | 1%
COc1ccc(-c2csc(NC(=O)c3ccccc3F)n2)cc1 | -11% | 1.6 | 70 | -0.3% | -8% | -12% | 2 | 814 | i | 66 | 11% | 2%
CCOc1cc(C2NC(=O)NC(c3ccccc3)=C2C(=O)c2ccccc2)c(Br)cc1OCC(=O)O (centres undefined) | 1% | -0.6 | 37 | 0.3% | 2% | 0% | 5 | 718 | i | 57 | 4% | 6%
CCOC(=O)N1CCN(C(=O)C2CCCCC2)CC1 | -5% | -3.6 | 53 | 0.5% | 0% | -5% | 9 | 766 | i | 19 | 7% | 0%
COc1cccc(NC(=O)c2c([N+](=O)[O-])cnn2C)c1 | -2% | 0.7 | 57 | -0.2% | -6% | 1% | 18 | 833 | i | 56 | -1% | 29%
O=C(O)c1cccc(NC(=O)c2ccc(COc3ccc(Cl)cc3)cc2)c1 | -14% | 1.5 | 62 | 0.1% | 4% | -11% | -3 | 835 | i | 38 | 6% | 1%
O=C(CSc1ccccc1)N1CCCC(N2CCN(c3ccccc3)CC2)C1 (centres undefined) | -11% | 0.3 | 44 | 0.8% | -24% | 31% | -12 | 665 | i | 11 | 14% | 26%
CCCCn1nnnc1SCC(=O)c1ccccc1F | -10% | 0.7 | 72 | -0.1% | -2% | 4% | -14 | 698 | i | 55 | 11% | 3%
CN(C)S(=O)(=O)c1cccc(-c2nnc(SCc3ccc4c(c3)OCCO4)o2)c1 | -6% | 2.8 | 42 | 0.4% | 6% | 13% | / | / | i | 36 | 8% | 3%
COc1ccc(-c2cc(C(=O)N(C)CC(=O)Nc3cccc(F)c3)c3ccccc3n2)cc1 | / | 6.7 | 47 | / | / | / | / | / | i | 34 | 3% | 14%
Cc1cccc(NC(=O)CN2CCc3cc4c(cc3C2C)OCCCO4)c1 (centres undefined) | -4% | 2.4 | 47 | -0.1% | -15% | 0% | 19 | 764 | i | 16 | 7% | 8%
Cc1c(C2(c3c(C)n(C)n(-c4ccccc4)c3=O)C(=O)Nc3ccc(F)cc32)c(=O)n(-c2ccccc2)n1C | -6% | 0.4 | 58 | -0.1% | -10% | -3% | 2 | 792 | i | 44 | 8% | 18%
Cc1cc(F)ccc1Oc1cc(NN2CCCCC2)c([N+](=O)[O-])cc1[N+](=O)[O-] | -6% | -1.5 | 93 | 0.8% | -2% | -14% | 1 | 828 | i | 14 | 2% | -1%
CCOC(=O)c1c(C)n(C)c2ccc(OC(C)C(=O)OC)cc12 (centres undefined) | -6% | 0.2 | 77 | 0.0% | -1% | -6% | 6 | 785 | i | 36 | 10% | 13%
COc1ccc(-c2nnc(-c3cccs3)o2)cc1OC | -2% | 0.1 | 62 | -0.1% | -5% | 5% | 0 | 754 | / | / | 10% | -1%
CC(CCc1ccccc1)NC(=O)c1ccc(C(=O)NC(C)CCc2ccccc2)cc1 (centres undefined) | 5% | -1.9 | 51 | -0.1% | -5% | -12% | 4 | 803 | i | 24 | 7% | 8%
CCCCC(=O)Nc1ccc2c(c1)oc1ccccc12 | -8% | -1.0 | 69 | -0.2% | -3% | -6% | 5 | 749 | i | 21 | 10% | 1%
CCc1ccc(S(=O)(=O)/N=C2\C=C(NS(=O)(=O)c3ccccc3)C(=O)c3ccccc32)cc1 | -3% | 2.3 | 79 | 0.5% | -3% | 6% | 11 | 807 | / | / | -4% | /
COC(=O)c1ccc(/C(O)=C(\C#N)c2nc3ccccc3s2)cc1 | -6% | -0.6 | 42 | -0.3% | 12% | 18% | / | / | i | 9 | 2% | 14%
Cc1ccc(C)c(NC(=S)N/N=C2/CCCCc3ccccc32)c1 | 4% | 0.1 | 60 | -0.2% | 9% | -7% | 9 | 644 | i | 49 | 9% | 12%
COc1ccc(N(CC(=O)NCc2ccccc2C)S(=O)(=O)c2ccccc2[N+](=O)[O-])c(OC)c1 | -1% | 1.2 | 96 | 0.2% | 1% | 14% | -11 | 705 | i | 63 | 1% | 3%
Cc1cc(C)c(S(=O)(=O)Cc2ccccc2)c(=O)[nH]1 | 1% | 0.2 | 90 | -0.2% | -2% | 0% | -9 | 673 | i | 37 | -2% | 8%
Cc1ccc(S(=O)(=O)NCCCCCC(=O)Nc2ccccc2C)cc1 | 0% | -1.5 | 57 | -0.2% | -1% | 2% | -6 | 753 | i | 30 | -5% | -2%
Cc1cc(N)n2nc(C)c(-c3ccccc3)c2n1 | -8% | / | / | -0.2% | -2% | -3% | / | / | i | 10 | -5% | 30%
CN(CC(=O)Nc1cccc(F)c1)C(=O)CCC1CCCCC1 | / | -0.5 | 63 | / | / | / | / | / | i | 30 | 7% | 2%

Other entries follow.
SMILES | LYP phosphatase | NTR1 ag | NTR1 ag cell count 20 µM | GPR55 activation | GPR55 LPI antagonism | GPR35 antagonists | Hep lipid drop | Hep lipid drop cells 6.5 µM | T cell HTS | T cell HTS vesicle-bound % | MgcRacGAP inhibition | Large T inhibition
O=c1c2ccccc2n(CC(O)CN2CCOCC2)c2ccccc12 (centres undefined) | -11% | 0.4 | 47 | 0.0% | 7% | -3% | -27 | 798 | i | 8 | 10% | -9%
COc1cc(NC(=O)c2ccccc2)cc(OC)c1 | -4% | -1.4 | 84 | -0.1% | 4% | 9% | / | / | i | 17 | 7% | 13%
Cc1ccc(NC(=O)Cn2nnc(C(=O)NCCc3ccccc3)c2N)c(C)c1 | -17% | -0.4 | 57 | -0.3% | -23% | 2% | 3 | 741 | i | 14 | -4% | 6%
COCCN(C(=O)CSc1nc2ccccc2c(=O)n1CC(C)C)c1c(N)n(Cc2ccccc2)c(=O)[nH]c1=O | 0% | 0.5 | 42 | 0.2% | -7% | -11% | 3 | 728 | i | 23 | 5% | 9%
Cc1ccccc1NC(=O)Cn1c(C)nc2ccc(NC(=O)C3CC3)cc2c1=O | -9% | -1.0 | 42 | 0.1% | 6% | 7% | / | / | i | 16 | 2% | -2%
O=[N+]([O-])c1ccc(N=Nc2c(Cl)cc(O)cc2Cl)cc1 | 3% | / | / | 1.1% | -30% | 11% | 6 | 677 | i | 42 | 15% | 7%
CCCCN(C(=O)C1CC(=O)N(Cc2ccc(C)cc2)C1)c1c(N)n(CC(C)C)c(=O)[nH]c1=O (centres undefined) | -5% | 2.1 | 55 | 0.2% | 0% | 10% | 18 | 811 | i | 11 | 6% | 11%
COc1ccccc1Nc1ncnc2sccc12 | 8% | -1.4 | 85 | 0.0% | 10% | 11% | -1 | 845 | i | 23 | 6% | 3%
COc1ccccc1NC1C=CS(=O)(=O)C1 (centres undefined) | -1% | -0.7 | 76 | 0.7% | 4% | -2% | / | / | i | 50 | 6% | 22%
Cc1cc(-c2n[nH]c(=S)n2/N=C/C=C/c2ccccc2)n[nH]1 | 9% | 0.3 | 51 | 1.2% | 10% | 8% | 20 | 631 | i | 47 | 28% | 25%
COc1cc(OC)c(OC)cc1/C=C1\SC(N2CCCCC2)=NC1=O | -1% | -0.1 | 85 | -0.3% | -10% | -8% | 0 | 798 | i | 54 | 11% | 27%
CC1=C(C(=O)N2CCOCC2)C(c2ccc(C)cc2)NC(=S)N1 (centres undefined) | 0% | 0.5 | 80 | 1.1% | -1% | 13% | -4 | 620 | i | 50 | 10% | 6%
Cc1c(C)n2c(SCC(=O)N3CC(C)OC(C)C3)nnc2[nH]c1=O (centres undefined) | / | -0.8 | 60 | / | / | / | / | / | i | 31 | 2% | 16%
CCc1c(C(C)O)oc2ccc3c(C)cc(=O)oc3c12 (centres undefined) | -8% | 1.2 | 77 | -0.1% | -13% | -5% | / | / | / | / | / | 6%
C[N+](C)(CC#Cc1ccccc1)CC(=O)c1ccc(Cl)cc1 | -6% | 0.1 | 61 | 0.1% | 18% | -6% | 13 | 593 | i | 55 | 8% | 20%
CCOC(=O)c1c(C)[nH]c(N=Nc2ccc(C)cc2)c1C | 1% | 0.0 | 46 | 0.0% | 4% | 8% | 22 | 758 | i | 31 | 6% | -2%
COc1ccc(OC)c2[nH]c(=O)c(CCNC(=O)C(C)(C)C)cc12 | -6% | -1.4 | 78 | -0.1% | 12% | -2% | 5 | 675 | i | 49 | -6% | 7%
COc1cc(/C=N/n2cnc3scc(-c4cccs4)c3c2=O)cc(OC)c1OC | -3% | 5.3 | 52 | 0.7% | -6% | 23% | -7 | 675 | i | 48 | -1% | -8%
O=C(COc1ccc2ccccc2c1)NCC1CCCO1 (centres undefined) | -7% | -0.6 | 49 | 0.0% | 10% | -3% | -15 | 829 | i | 44 | 2% | 5%

Structural class: the compounds so far with two or more sulfur atoms (3)
SMILES | LYP phosphatase | NTR1 ag | NTR1 ag cell count 20 µM | GPR55 activation | GPR55 LPI antagonism | GPR35 antagonists | Hep lipid drop | Hep lipid drop cells 6.5 µM | T cell HTS | T cell HTS vesicle-bound % | MgcRacGAP inhibition | Large T inhibition
CN(C)S(=O)(=O)c1cccc(-c2nnc(SCc3ccc4c(c3)OCCO4)o2)c1 | -6% | 2.8 | 42 | 0.4% | 6% | 13% | / | / | i | 36 | 8% | 3%
CCc1ccc(S(=O)(=O)/N=C2\C=C(NS(=O)(=O)c3ccccc3)C(=O)c3ccccc32)cc1 | -3% | 2.3 | 79 | 0.5% | -3% | 6% | 11 | 807 | / | / | -4% | /
COc1cc(/C=N/n2cnc3scc(-c4cccs4)c3c2=O)cc(OC)c1OC | -3% | 5.3 | 52 | 0.7% | -6% | 23% | -7 | 675 | i | 48 | -1% | -8%
